Screening data from PubChem.
CCT modulator – High-Throughput Screening for Modulators of Cytosolic Chaperonin Activity; actives 0.3% (n = 360,000); AID 651819, 2012; purified chaperonin ATPase assay, HTRF ADP detection, 30 min; activity change, % (test concentration not listed), hits read low; in the data active means activity change below about -30%; further: on the % scale 0 is the no-effect control and ±100 the full control effect
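TRiC at 40 or 20 nM final (batch-dependent) in 30 mM Tris pH 7.4, 100 mM KCl, 5 mM MgCl2, 1 mM DTT, with compound at single 76 uM and 10 uM ATP, 30 min at 37 deg C. ADP detected by HTRF Transcreener, 665/615 ratio.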
PI5P4K alpha inh – qHTS for Inhibitors of phosphatidylinositol 5-phosphate 4-kinase (PI5P4K) | Phosphatidylinositol 5-phosphate 4-kinase type-2 alpha (Homo sapiens), P48426 | PI5P4Kalpha enzyme, ADP-Glo luminescence, 60 min; hits give low values | max response, % | actives 1.2% (n = 330,000); active means max response of -50% or lower; inconclusive means between -30% and -50%; inactive means -30% or higher; further: value at the top dose of about 77 µM; on the % scale 0 is the no-effect control and ±100 the full control effect
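Controls without substrate or without enzyme flank wells where PI5P4Kalpha converts substrate using 5 microM ATP (final). Incubation lasts 60 minutes at room temperature; ADP formed is read by ADP-Glo luminescence.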
WRN helicase inh – qHTS for Inhibitors of WRN Helicase | actives 0.46% (n = 360,000) | Bifunctional 3'-5' exonuclease/ATP-dependent helicase WRN (Homo sapiens), Q14191 | WRN helicase unwinding, fluorescent forked duplex, kinetic | Potency, µM (top dose mostly 114 µM), for inactives: at the highest dose activity change, negative = inhibition, usual class: inhibitors; further: potency means the concentration at half of the fitted maximal effect; on the % scale 0 is the no-effect control and ±100 the full control effect; nearly all actives have a fitted effect of over 55% in size
Target sequence (Q14191 whole entry, looked up): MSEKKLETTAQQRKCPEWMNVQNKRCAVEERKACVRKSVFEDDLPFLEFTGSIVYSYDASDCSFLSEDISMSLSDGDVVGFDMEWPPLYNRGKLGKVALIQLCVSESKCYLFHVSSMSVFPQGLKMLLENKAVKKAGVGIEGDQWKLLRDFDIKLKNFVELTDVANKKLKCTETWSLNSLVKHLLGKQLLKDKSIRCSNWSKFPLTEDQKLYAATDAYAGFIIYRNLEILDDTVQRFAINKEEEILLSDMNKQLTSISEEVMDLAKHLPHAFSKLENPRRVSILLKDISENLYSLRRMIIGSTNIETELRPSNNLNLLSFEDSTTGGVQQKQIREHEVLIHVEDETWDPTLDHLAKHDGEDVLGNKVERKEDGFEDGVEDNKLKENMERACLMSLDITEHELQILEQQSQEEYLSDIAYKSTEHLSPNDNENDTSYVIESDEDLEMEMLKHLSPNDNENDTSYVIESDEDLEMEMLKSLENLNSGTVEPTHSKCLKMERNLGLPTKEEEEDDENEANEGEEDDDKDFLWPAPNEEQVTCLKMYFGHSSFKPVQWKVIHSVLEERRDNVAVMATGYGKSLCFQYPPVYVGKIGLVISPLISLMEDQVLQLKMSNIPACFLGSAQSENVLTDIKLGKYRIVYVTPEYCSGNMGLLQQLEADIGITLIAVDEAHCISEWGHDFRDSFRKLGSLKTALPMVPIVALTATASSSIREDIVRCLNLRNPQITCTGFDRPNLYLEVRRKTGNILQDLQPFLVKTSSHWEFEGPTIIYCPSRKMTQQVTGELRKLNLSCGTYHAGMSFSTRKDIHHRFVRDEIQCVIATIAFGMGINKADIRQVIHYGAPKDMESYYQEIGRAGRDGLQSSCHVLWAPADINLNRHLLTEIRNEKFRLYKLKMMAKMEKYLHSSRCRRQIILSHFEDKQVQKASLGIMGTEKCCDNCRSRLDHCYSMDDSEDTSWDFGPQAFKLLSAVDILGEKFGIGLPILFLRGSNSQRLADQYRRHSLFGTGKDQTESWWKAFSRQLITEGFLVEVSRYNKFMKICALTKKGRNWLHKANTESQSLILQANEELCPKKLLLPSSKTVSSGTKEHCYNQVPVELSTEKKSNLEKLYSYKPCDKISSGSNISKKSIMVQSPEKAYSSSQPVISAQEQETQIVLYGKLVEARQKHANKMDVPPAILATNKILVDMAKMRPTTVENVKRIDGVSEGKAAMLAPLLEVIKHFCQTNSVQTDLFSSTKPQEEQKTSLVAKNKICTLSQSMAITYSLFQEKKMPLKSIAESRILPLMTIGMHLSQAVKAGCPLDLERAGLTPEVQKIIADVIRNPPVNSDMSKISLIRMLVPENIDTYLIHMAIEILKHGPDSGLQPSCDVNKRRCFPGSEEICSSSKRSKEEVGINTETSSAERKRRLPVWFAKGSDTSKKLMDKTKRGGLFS
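Primary qHTS, 1536-well format. 20 nM WRN + compound, 15 min RT; start with 100 nM forked fluorophore/quencher duplex, 2 mM ATP (final); kinetic read ex 525/em 598 nm.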
EPAC2 agonist – qHTS for Agonist of cAMP-regulated guanine nucleotide exchange factor 4 (EPAC2): primary screen | EPAC2 activation, biochemical qHTS; response scale: 100% = 6.5 mM cAMP response | Potency, µM (series often up to 154 µM), inactives show at the highest dose activation, hits mostly activators | Rap guanine nucleotide exchange factor 4 (Homo sapiens), Q8WZA2 | actives 0.079% (n = 360,000) | AID 720711, 2013; further: potency means the concentration at half of the fitted maximal effect; nearly all actives have a fitted effect of over 50% in size
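In this primary screen, activation is scored as increased exchange of BODIPY-GDP from Rap1B by 100 nM EPAC2, with 50 uM GDP as competitor. Signal is normalized to the 6.5 mM cAMP agonist control.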
IL-2 act – qHTS of IL-2 Activators; IL-2 activation reporter assay, cell-based qHTS; stimulated with anti-CD3/CD4/CD28 beads; in transgenic mouse T cells; activation, % (series mostly up to about 46 µM); actives 0.065% (n = 360,000); AID 652025, 2013; in the data active means activation above about 50%; inconclusive means mostly about 30% to 49%; further: 0% is about no effect
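EGFP and DsRed fluorescence is measured by plate cytometry in unstimulated transgenic mouse T cells exposed to compound for 60 minutes, then stimulated 18 hours at 37 degrees C with anti-CD3/anti-CD4 beads plus anti-CD28.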
EPAC1 antag – qHTS for Antagonist of cAMP-regulated guanine nucleotide exchange factor 3 (EPAC1): primary screen | Rap guanine nucleotide exchange factor 3 (Homo sapiens), O95398 | EPAC1 GEF assay, Rap1b-BODIPY-GDP exchange fluorescence | Potency, µM (top dose mostly 115 µM), for inactives: at the highest dose activity change, negative = inhibition, usual class: inhibitors | actives 0.14% (n = 360,000);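 further: potency means the concentration at half of the fitted maximal effect; plate controls were vehicle for no effect and positive control for full effect; nearly all actives have a fitted effect of over 50% in size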
EPAC1 ag – qHTS for Agonist of cAMP-regulated guanine nucleotide exchange factor 3 (EPAC1): primary screen; Rap guanine nucleotide exchange factor 3 (Homo sapiens), O95398; EPAC1 agonist qHTS, biochemical assay; response scale: 100% = response to 6.5 mM cAMP; Potency, µM (doses to about 154 µM), for inactives: top-dose activation, most hits filed as activators; actives 0.073% (n = 360,000); further: potency means the concentration at half of the fitted maximal effect; nearly all actives have a fitted effect of over 60% in size
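Nucleotide exchange assay: 100 nM EPAC1 with 250 nM Rap1B loaded with BODIPY-GDP and 50 uM GDP, room temperature. Fluorescence (480/540 nm) read every 5 min for 30 min; signal change normalized to 6.5 mM cAMP as full agonist.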
PLK1 PBD block – qHTS for Inhibitors of PLK1-PDB (polo-like kinase 1 - polo-box domain): Primary Screen; Plk1 PBD binding of FITC phosphopeptide, fluorescence polarization; AID 720504, 2013; actives 2.8% (n = 360,000); Potency, µM, inactives show max response, negative = inhibition, most hits filed as inhibitors; further: potency means the concentration at half of the fitted maximal effect; series mostly up to about 57 µM; on the % scale 0 is the no-effect control and ±100 the full control effect; nearly all actives have a fitted effect of over 65% in size
* hit, by the source's call; ? = inconclusive; . = not tested or not shown; [ ] = remark or other dose. Unless noted, the call rests on the fitted dose curve; in most records, active means well fitted curve in the direction sought with a large enough effect; inconclusive means small, poorly fitted or top-dose-only effect, or another doubt; inactive means no such curve, though single readings can be large; an effect the other way counts as inactive or inconclusive. An excerpt; rates above refer to the full screens.

Below each SMILES: CCT modulator | PI5P4K alpha inh | WRN helicase inh | EPAC2 agonist | IL-2 act | EPAC1 antag | EPAC1 ag | PLK1 PBD block
Cc1cccc(C)c1-n1nnnc1C1(C)CCC(=O)N1Cc1cccs1 (stereo unspecified)
    -0.7 | -5 | -3% | 5% | 0.2 | -9% | -3% | -14%
CCC(C)C(=O)Nc1c2c(nc3c1CCC3)CCCC2 (stereo unspecified)
    -3.6 | 1 | -2% | 10% | 1.7 | -5% | 1% | 2%
COc1cccc(NC(=O)C(=O)NCC(c2ccco2)N2CCc3ccccc3C2)c1 (stereo unspecified)
    -2.8 | 5 | -6% | 3% | -5.8 | -15% | 13% | 1%
CN(Cc1ccccc1)C(=O)[C@@H]1CCCN1C(=O)[C@@H]1CCCN1C(=O)c1cccc2ccccc12
    0.7 | 1 | -4% | 0% | 0.0 | 2% | 1% | -6%
Cc1ccc(Nc2nnc(SCC(=O)Nc3ncc(S(=O)(=O)c4ccc([N+](=O)[O-])cc4)s3)s2)cc1
    -11 | -20 | 0% | -2% | 1.1 | -7% | -6% | -7%
CCOC(=O)[C@]12CCC=C1N(Cc1ccco1)C(=O)[C@H](CC(=O)NCc1cccs1)C2
    -0.4 | -18 | -21% | 4% | -0.1 | -4% | 3% | -7%
CC1(C)NC(=O)N(CC(O)CN(c2ccccc2)S(=O)(=O)c2ccc([N+](=O)[O-])cc2)C1=O (stereo unspecified)
    -3.2 | 12 | -5% | 3% | -0.8 | -24% | 0% | -6%
O=C(O)CC(CC(=O)O)n1cccc1
    -2.0 | 16 | 2% | -1% | -3.8 | -10% | -3% | -1%
CC1(C(=O)NS(=O)(=O)c2cccc(Cl)c2)CCN1C(=O)c1cccc(F)c1 (stereo unspecified)
    -3.9 | -4 | 2% | 4% | 0.1 | 7% | -2% | -13%
CC(C)NC[C@@H](O)COc1cccc2ccccc12
    1.6 | -3 | -5% | 1% | -0.3 | -18% | -3% | -18%
OCCC1CN(Cc2cccnc2)CCN1CCc1ccccc1 (stereo unspecified)
    -3.2 | -1 | -4% | 7% | -4.6 | -4% | 3% | -23%
CC(C)C[C@H]1COc2cccc(N3CCC[C@H]3CO)c2S(=O)(=O)N1
    1.6 | -1 | 4% | -7% | 1.6 | 6% | 0% | 1%
CSc1ccc(/C=N/Nc2ccc(Cl)c(C(=O)O)c2)cc1
    -5.6 | -5 | -15% | 1% | -4.0 | -24% | 1% | ?
COC(=O)c1[nH]c2ccc(C)cc2c1NC(=O)NC1CCCCC1
    0.1 | 4 | -4% | -7% | 0.0 | 5% | 4% | -4%
CCN(CC)C(=O)c1[nH]cnc1C(=O)Nc1ccon1
    -3.9 | 3 | -3% | -3% | -0.5 | 5% | 9% | -3%
COC(=O)C1=C(C(=O)OC)SC(=C2C(=S)C(C)(C)N(C(=O)C3CC3)c3ccccc32)S1
    0.0 | . | -13% | 2% | -2.6 | 2% | -8% | -12%
O=C(Cc1ccc(Cl)cc1Cl)NCc1cccnc1
    -1.4 | -4 | -5%[57.1 µM] | 0% | 0.0 | -15% | 1% | -4%
Fc1ccc(OCCOCCOc2cccc3[nH]ccc23)cc1
    -1.6 | 2 | -1% | 14% | 0.7 | -28% | 7% | -2%
Cc1cccc(C)c1NC(=O)c1c(C)nn(-c2ccccc2)c1Cl
    -4.2 | . | 1% | 1% | 0.8 | 16% | 5% | -3%
COc1ccccc1N1CCN(C(=O)C(=O)c2c(C)n(C)c3ccccc23)CC1
    -1.6 | 2 | 6% | 15% | -1.5 | 0% | 1% | -7%
C[C@H]1CN=C(Nc2ccccc2)N1CCC1CCCCC1
    -1.3 | 0 | 12% | 5% | -5.9 | 1% | -8% | -14%
COc1ccc(S(=O)(=O)n2ccc(C)n2)cc1C
    0.9 | . | -2% | 8% | 0.0 | 6% | 8% | 3%
O=C(/C=C\c1ccccc1)Nc1nccs1
    -2.0 | -4 | -2% | 6% | -2.5 | 6% | 1% | -7%
COc1ccc2nc(NC(=O)C(NS(=O)(=O)c3cccs3)C(C)C)sc2c1 (stereo unspecified)
    -3.6 | . | -1% | -4% | -0.2 | 10% | 0% | -2%
Cc1ccc(/C=C(\C#N)C(=O)NCC2CCCO2)o1 (stereo unspecified)
    0.0 | 5 | 0% | 1% | -1.1 | 2% | -2% | -9%
Cc1ccc(S(=O)(=O)NCC(c2ccco2)N2CCc3ccccc3C2)cc1 (stereo unspecified)
    2.2 | 14 | -17% | 5% | -4.0 | -17% | 3% | 1%
CCOC(=O)C(/C=C(\C#N)C(=O)OCC)=C(/N)N1CCN(c2c(C)cccc2C)CC1
    1.9 | 0 | -7% | 7% | -0.7 | -9% | -1% | 1%
Cn1c(-c2cccs2)[n+](C)c2ccccc21
    -3.3 | 0 | -8% | 5% | -2.0 | -6% | -4% | -24%
Cc1cccc(/N=C/c2c(O)ccc3oc4c(c23)CCCC4)n1
    -2.4 | -9 | -2% | 10% | 2.8 | -18% | 4% | -15%
CCOC(=O)CC1C(=O)NCCN1Cc1cccs1 (stereo unspecified)
    0.3 | 1 | 1% | 7% | 0.5 | 4% | 2% | -2%
COc1ccc(NC(=O)CSc2nc3c([nH]c4ccccc43)c(=O)n2C)cc1
    -1.7 | 1 | -1% | 7% | -2.4 | 1% | 7% | 0%
Cc1ccc(S(=O)(=O)c2ccc(Cl)cc2)cc1S(=O)(=O)N1CCN(C)CC1
    -1.5 | . | -4% | -1% | -1.0 | -15% | 5% | -5%
CCCSc1nnc(CSc2nc(C)cc(C)n2)n1C
    1.7 | -10 | -3% | -5% | 0.6 | 5% | 16% | 21µM*
Cn1c(CC(=O)Nc2ccccc2)n[nH]c1=S
    -1.2 | -2 | 0% | -7% | -2.2 | -12% | 9% | -10%
C#CCSc1nnc(CSc2nc3ccccc3s2)n1-c1ccccc1
    0.3 | -13 | -14% | 16% | -0.8 | -5% | 14% | -2%
CC1CCc2sc(C(=O)N(C)CC(=O)Nc3ccc(N4CCOCC4)cc3)cc2C1 (stereo unspecified)
    -3.3 | -1 | -27% | -7% | -2.8 | 1% | -6% | -8%
CC1Oc2ccccc2OC1C(=O)Nc1ccccn1 (stereo unspecified)
    -3.2 | -1 | 8% | 12% | -3.1 | 0% | 7% | -18%
CCn1ncc(S(=O)(=O)Nc2cccnc2)c1C
    1.9 | 7 | 4% | 6% | -2.8 | 7% | 4% | -9%
Cc1cc(C)n(-c2ncc(C#N)cn2)n1
    -1.7 | 1 | -2% | 11% | 1.3 | 0% | 12% | -10%
Cc1ccc(Cl)cc1NC(=O)C1CCCN(S(=O)(=O)c2c(C)noc2C)C1 (stereo unspecified)
    1.1 | 3 | -1% | -8% | -1.6 | 16% | -1% | 5%
COCC(C)NC(=O)CSc1nnc(-c2cccc(S(=O)(=O)N3CCCCC3)c2)o1 (stereo unspecified)
    -0.3 | 5 | -4% | 6% | 1.5 | -11% | 2% | -11%
c1ccc(N=Nc2ccc3cccccc2-3)cc1
    1.1 | 34 | 5% | 17% | -4.4 | 1% | -7% | -6%
N#CCCN(C(=O)CN1c2cccc3cccc(c23)S1(=O)=O)c1ccccc1
    0.0 | -19 | ? | 7% | -0.5 | -8% | -2% | -1%
COc1ccc(CCN2CC(C(=O)NCCCn3nc(C)cc3C)CCC2=O)cc1 (stereo unspecified)
    -2.0 | 2 | 1% | 4% | -1.8 | -23% | 2% | -13%
COC(=O)c1cccc(NC(=O)CSc2ncn[nH]2)c1
    2.7 | -1 | 3% | 3% | 1.2 | -1% | -2% | -8%
COc1ccccc1OCCC(=O)OCC(=O)c1[nH]c(C)c(C(C)=O)c1C
    0.8 | -4 | -10% | 6% | -1.7 | 5% | 10% | -7%
COc1ccc(C(=O)Nc2ccccc2-c2nnn(CC(=O)NCc3ccco3)n2)cc1
    1.6 | -1 | 3% | -2% | -0.2 | 3% | -9% | -12%
CC(=O)Nc1ccc(NC(=O)C(C)OC(=O)c2ccc(N(C)C)cc2)cc1 (stereo unspecified)
    -3.4 | -9 | -5% | 14% | -0.1 | -4% | 9% | -8%
COc1cc(C=NNC(=O)c2ccc(NS(=O)(=O)c3cccs3)cc2)cc(Br)c1O
    -2.6 | -82* | -28% | 1% | 1.1 | -10% | -1% | -3%
CN(C)c1ccc(CC(=O)N2CCCCC2c2cc(C(=O)Nc3ccccc3Cl)no2)cc1 (stereo unspecified)
    0.2 | 4 | -4% | 19% | -0.5 | -11% | 20% | -6%
CCCc1nc(SCc2ccccn2)c2c(=O)n(C)c(=O)n(C)c2n1
    -0.9 | 2 | -7% | 17% | -2.4 | 8% | -3% | -8%
CCCCn1nc(C(=O)N(CCOC)c2c(N)n(CCCC)c(=O)[nH]c2=O)c2ccccc2c1=O
    0.6 | -5 | 3% | -1% | 0.3 | 10% | -12% | 0%
CCCN(CC(=O)Nc1ccc(Cl)cc1Cl)C(=O)c1ccc(=O)[nH]c1
    0.5 | 4 | -3% | -1% | -1.4 | -9% | -2% | -10%
Cc1ccc(-c2csc(NCCn3c(C)nc4cc(C(F)(F)F)ccc43)n2)cc1
    0.1 | 17 | -10% | 0% | 1.1 | -17% | -21% | -3%
COc1cccc(C(NC(C)=O)c2nc(/C=C/c3ccccc3)cs2)c1 (stereo unspecified)
    -0.5 | -10 | -5% | 16% | 0.8 | -5% | -1% | 0%
CC(=O)c1ccc(NC(=S)NCCc2ccc(S(N)(=O)=O)cc2)cc1
    1.2 | 6 | 3% | -11% | -0.6 | -11% | -3% | -19%
COc1ccc(CCN2CCCC(CN(C)Cc3cc(Cl)c(O)c(OC)c3)C2)cc1 (stereo unspecified)
    -2.2 | -2 | 9% | -5% | -0.3 | 10% | -4% | -2%
C[C@@]12C(=O)NCC(=O)N1[C@@H]1c3cc(Br)ccc3OC[C@@H]1[C@@H]2c1ccccc1
    -3.5 | -4 | -4% | 6% | -1.0 | -6% | -22% | -5%
COc1ccc(CN(C)Cc2nc3scc(-c4ccccc4)c3c(=O)[nH]2)cc1OC
    -2.1 | -9 | -13% | -1% | -0.5 | -1% | 8% | -2%
